High-throughput results deposited in PubChem BioAssay by several laboratories.
MRP reversal: reversal of MRP1-mediated doxorubicin resistance, primary screen, H69AR cells, doxorubicin co-treatment | differential viability (reversal), % at 10 µM | actives 0.04% (n = 85,000) | H69AR cells + 2 uM doxorubicin, CellTiter-Glo, 72 h;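 active = viability drop by adding the cancer drug above about 55%, with treated viability meeting a 40% cutoff, limit read from the data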;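 also: viability without doxorubicin minus viability with 2 µM doxorubicin for each compound; larger differential means the compound sensitizes cells more to doxorubicin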
NFkB transloc inh: inhibitors of IL-1B driven NFkB p65 nuclear import, primary screen, imaging, HUVEC, IL-1B stimulus, high-content imaging. HUVEC IL-1B NFkB p65 nuclear translocation imaging. inhibition, % at 2 µM. actives 0.43% (n = 94,000). AID 796, 2007;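 active = inhibition above about 30% together with a positive call from visual inspection of the well image, limit read from the data; inconclusive = inhibition above a set limit but visual check negative; inactive = inhibition not above a set limit, visual check negative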;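 also: nuclear over cytoplasmic p65 intensity ratio measured by imaging; 0% = IL-1B stimulated DMSO wells and 100% = unstimulated DMSO wells; values of inactives mirror those of a sister screen read the other way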
IL1B NFkB pot: enhancers of NFkB p65 translocation in HUVEC – imaging, IL-1B stimulus, high-content imaging, primary screen. activation, % at 2 µM. HUVEC IL-1B NFkB p65 nuclear translocation imaging. actives 0.3% (n = 94,000);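 active = activation above 40%, about the mean plus 3 SD, also judged a hit on visual image review; inconclusive = activation above 40% but not a hit on visual review; inactive = activation not above 40% and no visual hit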;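 also: percent activation is computed from the nuclear over cytoplasmic p65 intensity ratio; values of inactives mirror those of a sister screen read the other way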
PLAP inhibition: PLAP enzyme inhibitors, biochemical, luminescence, HTS (AID 690); Alkaline phosphatase, placental type (Homo sapiens); purified PLAP, luminescent substrate; higher % means a stronger effect; inhibition, % at 20 µM; hits with a dose series show IC50 in µM; actives 0.08% (n = 96,000); in the data active = a potency from the dose series; inactive = the rest, 99 in 100 with inhibition below about 30%; also: strong numbers were not always called active
Bcl-B displacement: displacers of TR3 peptide from Bcl-B, primary screen, selectivity assay for Bfl-1 inhibitor project, biochemical, fluorescence polarization; Bcl-2-like protein 10 (Homo sapiens); actives 0.11% (n = 96,000); FP displacement of FITC-TR3 peptide from Bcl-B; higher % means a stronger effect; one-dose displacement, % at 20 µM; IC50 in µM for titrated hits;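 active = displacement above 50% at 20 µM plus a fluorescence interference ratio under 1.5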;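 also: plate controls were wells without compound for no effect and wells lacking Bcl-B protein for full effect; a part of the inactive calls stands beside numbers as strong as those of hits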
MRP reversal cytotoxicity: further read-out of MRP reversal, marked with its call; viability, %; H69AR cells, CellTiter-Glo, 72 h; measured here: cytotoxicity without doxorubicin
MRP reversal with doxorubicin: recorded beside MRP reversal, whose call it bears; viability, %; measured here: viability with 2 uM doxorubicin; hits give low values
NFkB transloc inh cell count 2 µM: also measured in NFkB transloc inh; calls as there; cell count; measured here: cells passing quality filter;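 raw number of nuclei counted in each imaged well without normalization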
IL1B NFkB pot cell count 2 µM: further read-out of IL1B NFkB pot, marked with its call; cell count; measured here: cells passing quality filter
Active calls of the source: *; ? = inconclusive; . = no result given.

Molecule	MRP reversal	MRP reversal cytotoxicity	MRP reversal with doxorubicin	NFkB transloc inh	NFkB transloc inh cell count 2 µM	IL1B NFkB pot	IL1B NFkB pot cell count 2 µM	PLAP inhibition	Bcl-B displacement
CC1(C)CC(=O)c2cnc(N)nc2C1	-6	99	105	-9	156	9	156	-11%	0%
CCOC(=O)C1CN(S(=O)(=O)c2ccccc2)C1	.	.	.	6	137	-6	137	11%	-4%
COc1ccc(C(CC(=O)O)NC(=O)C2CCCCC2)cc1 (configuration not stated)	5	95	90	-6	111	6	111	-14%	3%
FC(F)(F)c1cccc(N2CCN(Cc3cccnc3)CC2)c1	.	.	.	.	.	.	.	-15%	0%
Cc1cccc(OCCCC(=O)Nc2ccc(S(=O)(=O)N3CCCC3)cc2)c1	7	89	82	4	189	-4	189	-18%	-9%
COC(=O)NC1CCS(=O)(=O)C1 (configuration not stated)	-3	96	99	-13	193	13	193	.	.
CCOc1ccccc1C1C(C#N)=C(SCC(=O)OC)NC(=O)C1C(=O)OC (configuration not stated)	1	88	86	-1	178	1	178	-6%	0%
Cc1cccc(-c2nnn(Cc3nnc(NC(=O)c4ccccc4)s3)n2)c1	.	.	.	-9	111	9	111	3%	-14%
CCOC(=O)N1CCC(N2CCN(c3cc(C)ccc3C)CC2)CC1	15	102	86	3	149	-3	149	-52%	14%
Cn1c(=O)c2cc(S(=O)(=O)N3CCOCC3)ccc2n(C)c1=O	-2	99	101	-7	109	7	109	-26%	-1%
CC1(C)CC(=O)C2=C(C1)N(c1ccccc1C#N)C(N)=C(C#N)C2c1cccs1 (configuration not stated)	10	47	38	-11	56	11	56	-36%	-8%
O=C1N/C(=N\N=C\c2cccnc2)SC1Cc1ccc(SC(F)F)cc1 (configuration not stated)	.	.	.	5	197	-5	197	-110%	-11%
CC(=O)N/N=C/c1cc([N+](=O)[O-])ccc1OCCOc1ccccc1	.	.	.	-1	57	1	57	.	-6%
Oc1ccc(-c2[nH]ncc2-c2ccc(Cl)cc2)c(O)c1	-7	99	106	13	186	-13	186	-64%	-18%
N#CCOc1nc(N2CCOCC2)nc(N2CCOCC2)n1	-3	85	87	-4	155	4	155	-9%	-7%
COc1ccc(S(=O)(=O)N2CCSC2c2ccc(OC)c(OC)c2)cc1 (configuration not stated)	3	85	82	.	.	.	.	-40%	3%
CC1(C)CNC(=O)c2sc(N3CCCCC3)nc2C1	1	98	97	-2	203	2	203	-7%	6%
Cc1cc(Cl)ccc1NC(=O)Nc1c(C)n(-c2ccccc2)c(=O)n1C	15	96	81	-2	151	2	151	4%	2%
O=C(COc1ccc(-c2nnco2)cc1)N1CCN(S(=O)(=O)c2ccccc2)CC1	11	96	85	8	134	-8	134	-19%	-6%
Cc1cc(Nc2cccc(F)c2)nc(-c2ccccc2O)n1	-9	96	105	13	104	-13	104	17%	-4%
CCCCCOc1ccc(C(=O)NC(CCC)C(=O)O)cc1 (configuration not stated)	15	95	80	1	188	-1	188	-18%	7%
CCC(=O)Nc1ccc(NC(=O)Cc2ccccc2)cn1	-8	71	79	-6	143	6	143	14%	13%
O=c1c2cccnc2[nH]c(=S)n1CCCN1CCN(c2ccccc2F)CC1	18	98	80	-16	181	16	181	-11%	9%
c1ccc2c(CNn3cnnc3)cccc2c1	-7	107	114	-14	105	14	105	1%	-3%
Cc1[nH]nc2ncc(C(=O)c3ccccc3O)cc12	1	88	86	-11	142	11	142	-105%	-26%
O=C(COc1ccc(Cl)cc1)NCCCn1ccnc1	-2	87	89	11	151	-11	151	14%	-2%
CCN1CCN(C(=O)Nc2cccc3ccccc23)CC1	8	95	86	8	155	-8	155	-10%	10%
O=C1c2ccccc2C(=O)N1c1ccc(-c2nc3ccccc3o2)cc1	1	82	80	20	155	-20	155	9%	-4%
Cc1ccc(NC(=S)NNC(=S)NCc2ccccc2)cc1	9	89	80	10	132	-11	132	-8%	-7%
Cc1ccccc1-c1nc2ccccc2c(=O)n1/N=C/c1ccccc1[N+](=O)[O-]	.	.	.	-10	150	10	150	10%	-12%

Some of these compounds in order of their number in Bcl-B displacement, largest number first.
smiles,Bcl-B displacement
COc1ccc(S(=O)(=O)N2CCSC2c2ccc(OC)c(OC)c2)cc1 (configuration not stated),3%
O=C1c2ccccc2C(=O)N1c1ccc(-c2nc3ccccc3o2)cc1,-4%
Cc1cccc(-c2nnn(Cc3nnc(NC(=O)c4ccccc4)s3)n2)c1,-14%

2 successive records already listed, quoted:
Molecule	MRP reversal	MRP reversal cytotoxicity	MRP reversal with doxorubicin	NFkB transloc inh	NFkB transloc inh cell count 2 µM	IL1B NFkB pot	IL1B NFkB pot cell count 2 µM	PLAP inhibition	Bcl-B displacement
CC1(C)CC(=O)c2cnc(N)nc2C1	-6	99	105	-9	156	9	156	-11%	0%
CCOC(=O)C1CN(S(=O)(=O)c2ccccc2)C1	.	.	.	6	137	-6	137	11%	-4%

Other structures follow:
Molecule	MRP reversal	MRP reversal cytotoxicity	MRP reversal with doxorubicin	NFkB transloc inh	NFkB transloc inh cell count 2 µM	IL1B NFkB pot	IL1B NFkB pot cell count 2 µM	PLAP inhibition	Bcl-B displacement
CCOC(=O)C(C)n1ncn2cccc2c1=O (configuration not stated)	.	.	.	-18	95	18	95	-1%	7%
CCOC(=O)NC(CC(=O)O)c1ccc(OC)cc1 (configuration not stated)	0	92	93	3	176	-3	176	7%	1%
Cc1[nH]nc2c1C(c1ccc(Cl)cc1)C(C#N)=C(N)O2 (configuration not stated)	24	100	75	0	141	0	141	-7%	-13%
O=C(Oc1c(-c2ccccc2)oc2ccccc2c1=O)c1ccccc1	.	.	.	13	127	-13	127	16%	-4%
CC(C)Cc1nc(C(N)=O)c2[nH]c(=O)n(-c3ccc(F)cc3)c2n1	10	81	71	-5	201	5	201	-18%	-1%
O=c1c(F)cn(C2CCCO2)c(=O)n1Cc1c(Cl)cccc1Cl (configuration not stated)	9	28	20	-13	159	13	159	4%	-6%
COc1ccc(NC(=O)c2ccc(N(C)S(C)(=O)=O)cc2)cc1OC	4	90	87	2	93	-2	93	-22%	0%
O=C(CSc1nnc(-c2ccccc2)o1)N1CCc2ccccc2C1	-8	69	77	-10	107	10	107	8%	-4%
CC(NC(=O)C(=O)NN=C1CCCCCC1)c1ccccc1 (configuration not stated)	.	.	.	-2	145	2	145	-30%	-1%
O=C(Nc1cccc(F)c1)NC1CCCCC1	-15	84	98	-27	162	27	162	-20%	7%
CC(=O)N=c1ncn(CC(COC(C)=O)OC(C)=O)c2nc[nH]c12 (configuration not stated)	5	100	96	-3	132	3	132	21%	-4%
C=CCc1cccc2cc(C(=O)O)c(=O)oc12	-8	110	118	.	.	.	.	17%	-4%
CCOC(=O)N1CCN(C(=O)CSCC(=O)Nc2nc(-c3cccs3)cs2)CC1	-7	80	87	8	116	-7	116	.	.
O=C(O)CSc1nc(C(F)(F)F)cc(=O)n1-c1ccccc1	.	.	.	-8	158	8	158	17%	-3%
Cc1cc2ccccc2n1CCNC(=O)c1cccs1	7	84	76	59*	34*	-59	34	-12%	4%
Cc1cc(Cl)ccc1OCC(=O)NCCCN1CCOCC1	7	98	92	-4	90	4	90	-64%	-5%
O=C1CC(c2ccccc2)n2nc(NC(=O)c3ccccn3)nc2N1 (configuration not stated)	-39	29	68	.	.	.	.	-240%	3%
N=c1n(-c2ccccc2)c(O)cc(=O)n1-c1ccccc1	.	.	.	20	135	-20	135	-6%	4%
Cn1c(=O)c2c(SCc3cccc(C(F)(F)F)c3)nc(-c3ccco3)nc2n(C)c1=O	4	101	96	3	130	-3	130	9%	-11%
Cc1nn(-c2ncc(C(F)(F)F)cc2Cl)c(=O)n1-c1ccccc1Cl	10	89	78	31*	50*	-31	50	11%	0%
COc1ccc(Cc2nnc(Nc3ccc(C)cc3C)[nH]c2=O)cc1	8	101	94	-36	73	36	73	12%	-14%
CC(C)C(=O)NC(NC(=S)Nc1cccc2cccnc12)C(Cl)(Cl)Cl (configuration not stated)	.	.	.	-20	166	20	166	5%	5%
CN1CCN(C(=O)c2ccc(CN3CCOCC3)cc2)CC1	3	95	92	-18	98	18	98	-41%	5%
Cc1c(NC(=O)C2(c3ccccc3)CCOCC2)c(=O)n(-c2ccccc2)n1C	17	99	82	-11	172	11	172	-8%	-3%
CCOc1ccccc1Nc1ncccc1C(=O)N1CCCC1	6	85	79	-18	78	18	78	-12%	-6%
O=C(CSc1nnc(-c2cccc(S(=O)(=O)N3CCCCC3)c2)o1)c1ccc[nH]1	-2	67	69	-3	128	3	128	-24%	-7%
CCOc1cc(CNc2ccc(OC)cc2)cc(Br)c1OCC(=O)NC(C)(C)C	.	.	.	1	122	-1	122	0%	9%
Nc1ccccc1NC(=O)c1ccccc1N	1	103	102	9	96	-9	96	-5%	3%
Fc1ccccc1C(c1nnnn1Cc1ccc2c(c1)OCO2)N1CCN(Cc2ccco2)CC1 (configuration not stated)	-18	80	99	18	164	-18	164	-37%	6%
COc1ccc(N(CC(=O)N2CCc3ccccc32)S(=O)(=O)c2c(C)n[nH]c2C)cc1	4	100	97	-6	119	6	119	-61%	13%
CCc1ccc(-c2cc(C(=O)Nn3cnnc3)c3ccccc3n2)cc1	-2	61	63	-7	188	7	188	-33%	-30%
COc1cccc2cc(C(=O)C3=C(O)C(=O)N(CCCN(C)C)C3c3ccncc3)oc12 (configuration not stated)	8	105	97	.	.	.	.	12%	5%
C1CSC2(N1)C1CC3CC2CC(C1)C31NCCS1 (configuration not stated)	-9	99	108	-7	167	7	167	9%	8%
COc1cc(C2=NOC(C(=O)NCc3ccccn3)C2)cc(OC)c1OC (configuration not stated)	-2	80	82	-12	186	12	186	6%	-7%
C=CCOCCN1C(=O)C2C(c3ccccc3)C=CC(c3ccccc3)C2C1=O (configuration not stated)	-6	96	102	6	201	-6	201	-2%	2%
O=C(CCC1CCCCC1)Nc1ccc(S(=O)(=O)Nc2nccs2)cc1	.	.	.	-13	184	13	184	-24%	10%
CCOC(=O)Cc1nnc(NC(=O)COc2ccc(C)cc2)s1	9	102	93	24	123	-24	123	-61%	-32%
CCc1ccc(NC(=O)C(CC)Sc2nc3cc4c(cc3c(=O)n2Cc2ccco2)OCO4)cc1 (configuration not stated)	-2	10	12	2	161	-2	161	-410%	-22%
CCC(=O)Nc1ccccc1Oc1ccccc1	0	78	78	-3	145	3	145	-26%	-13%
CCOC(=O)c1c(C)[nH]c(C)c1C(=O)CN1C(=O)NC(CC(C)C)C1=O (configuration not stated)	3	82	79	-28	140	28	140	6%	0%
CS(=O)(=O)N(CC(=O)NCc1ccco1)c1ccccc1Cl	-17	72	89	-18	60	18	60	2%	-3%
Cc1ccc(C)c(OCC(O)CN2C(C)CCCC2C)c1 (configuration not stated)	-6	76	82	-11	110	11	110	12%	-2%
CCOC(=O)N1CCN(C(=O)c2ccc3c(=O)n(Cc4ccc(Cl)cc4)c(=S)[nH]c3c2)CC1	-21	13	34	-48	119	?	.	-18%	3%
Nc1nc(NCc2ccccc2)nc(Nc2cccc(F)c2)c1[N+](=O)[O-]	.	.	.	5	132	-5	132	13%	-8%
CCC(=O)N1CCc2cc(S(=O)(=O)CCC(=O)NCc3cccs3)ccc21	-2	95	98	5	206	-5	206	-4%	-5%
CCN1C(=O)C(CC(=O)Nc2ccc(OC)cc2)N(Cc2cccnc2)C1=S (configuration not stated)	.	.	.	4	181	-4	181	5%	-7%

The list is partial, so the mix of outcomes need not match the whole.
